# NCI-60 one-dose screen, 48 h, at 10 µM unless noted. Numbers give growth in % (100 = growth as untreated, 0 = no growth, -100 = all killed).
# LOX IMVI = LOX IMVI melanoma | 79,000 tested, 7.4% active
# SK-MEL-2 = SK-MEL-2 melanoma; 77,000 tested, 4.7% active
# SK-MEL-5 = SK-MEL-5 melanoma; 80,000 tested, 6.4% active
# MDA-MB-435 = MDA-MB-435 melanoma; 82,000 tested, 7.8% active; AID 1794794
# MALME-3M = MALME-3M melanoma; 78,000 tested, 5.8% active
# UACC-257 = UACC-257 melanoma. 78,000 tested, 4.4% active. AID 1794764
# UACC-62 = UACC-62 melanoma. 81,000 tested, 5.4% active
# SK-MEL-28 = SK-MEL-28 melanoma; 81,000 tested, 4.1% active
# * = called active by the depositor; · = not tested or not shown; & = joins results of further samples. The calls were made as follows: active = growth percent below 10; inactive = the rest. Only part of the results is shown. The share of hits here may be higher or lower than overall.
SMILES,LOX IMVI,SK-MEL-2,SK-MEL-5,MDA-MB-435,MALME-3M,UACC-257,UACC-62,SK-MEL-28
COP(=O)(CCBr)OC,102.8,101.4,97.2,98.2,106.8,105.9,100.1,94.5
O=C1NC(=S)NC(=O)C1Cc1ccccc1O,99.4,103.6,95.4,98.2,95.3,102.8,100.3,97.8
CC(=O)Nc1ccc(-c2ccccc2)cc1,96.4,96.3,101.8,114.0,92.4,105.8,103.9,117.4
COP(=S)(OC)Oc1ccc(SC)c(C)c1,93.3,103.3,98.9,100.2,104.7,·,95.5,114.9
COc1cc(C(=O)Cl)cc(OC)c1OC,92.5,116.9,104.2,102.3,·,99.7,110.1,93.6
CC(Br)(C(=O)O)C(Br)C(=O)O (centres undefined),54.0,116.8,101.6,110.5,102.7,99.5,105.9,113.1
C[C@@H]1C[C@@]2(C)[C@@H](CC[C@@H]3[C@@H]2CC[C@]2(C)C(=O)CC[C@@H]32)CC1=O,98.5,·,114.4,90.0,118.0,112.6,99.4,76.7
CC12CCC(O)CC1CCC1C2CCC2(C)C(C(=O)CO)CCC12 (centres undefined),96.7,114.8,97.5,107.2,101.6,115.3,102.1,109.9
C[C@H]1[C@H](OC(=O)CCC(=O)N(CCCc2cn(-c3ccc([N+](=O)[O-])cc3)nn2)CCNc2ccnc3cc(Cl)ccc23)O[C@@H]2OC3(C)CC[C@H]4[C@H](C)CC[C@@H]1[C@@]24OO3,21.7,26.7,17.8,31.5,47.5,63.3,39.0,50.7
CCCCCCCC(=O)OCC/C=C/C1OC1C1OC(=O)/C=C\C=C\c2nc(oc2C)/C=C(/C)CCC2OC2C1OC(=O)NC(C)=O (centres undefined),-21.6*,-44.5*,-93.8*,3.2*,-12.4*,5.2*,-49.6*,-15.3*
CN=C1CN(O)C(c2ccccc2)c2cc(Cl)ccc2N1 (centres undefined),95.9,98.1,97.1,103.2,130.3,110.0,83.1,104.3
CC(C)c1cccc(C(C)C)c1O,105.1&96.9,112.6,110.5,100.2&103.7,91.8&95.7,100.0,92.1&117.7,103.8&115.4
S=C(Cl)Oc1ccccc1,104.5,120.1,101.5,98.9,93.9,94.6,102.2,105.9
Cc1cc(C)c(CCN(C)C)c(C)c1C,95.5&91.8,73.9&100.8,91.8&103.5,109.3&100.6,110.1&89.4,113.3&107.5,99.3&109.2,126.5&113.3
O=C1OCC(Cl)=C1Cl,101.8,·,105.1,99.6,100.9,·,107.5,102.9
CCC(=O)O[C@H]1CC[C@H]2[C@@H]3CC[C@H]4CC(=O)C=C[C@]4(C)[C@H]3CC[C@]12C,80.6,92.4,83.7,93.9,·,65.0,63.8,108.5
Oc1cccc(N2CC2)c1,98.1,106.6,106.3,125.3,108.2,·,97.1,117.5
CC(C)(C)[C@H](NC(=O)c1cn(Cc2ccccc2)c2ccccc12)C(N)=O,97.5,84.2,·,98.9,107.5,99.3,98.5,114.2
CCN(CC)CCc1ccncc1,90.3,91.3,98.3,104.1,92.1,96.4,98.1,105.8
CC(=O)/C=C/c1ccc2c(c1)OCO2,108.8,107.3,100.0,85.7,92.0,91.7,90.2,106.7
C[C@H](N)[C@H](O)c1ccc(O)c(O)c1,97.2,108.9,114.0,105.6,102.3,113.4,102.6,108.6
CCOC(C(=O)O)(c1ccccc1)c1ccccc1,95.7,84.2,100.6,97.5,88.5,80.2,99.3,95.5
COP(=S)(N1CC1)N1CC1,104.5,102.9,104.0,105.4,105.3,147.3,108.9,114.4
NCCc1ccc(N)cc1,104.2,·,100.2,100.4,97.4,85.1,103.1,105.5
CCc1ccccc1OP(=O)(Oc1ccccc1CC)Oc1ccccc1CC,60.1,77.7,100.5,92.5,102.8,104.4,84.7,103.4
Cc1ccc(N)cc1C,101.5,93.2,105.9,106.1,109.7,101.5,102.1,113.9
CNC(=O)Oc1cccn(C(=O)NC)c1=O,79.3,73.2,118.3,106.3,97.9,140.8,93.4,99.3
O=C(N1CCCCCC1)N1CC1,·,105.9,113.7,111.3,·,101.2,100.4,115.9
CCOC(=S)S,94.4,118.2,101.2,103.6,100.2,·,100.1,113.6
CNCCc1ccc(OC)c(OC)c1,113.8,117.6,100.4,116.8,94.5,109.2,93.6,118.0
C[C@]12CCC(=O)CC1CC[C@@H]1C2CC[C@@]2(C)C1CC[C@@H]2OC(=O)CC[Se][Se]CCC(=O)O[C@H]1CCC2[C@@H]3CCC4CC(=O)CC[C@]4(C)C3CC[C@@]21C (some centres undefined),80.8,98.4,93.2,88.5,94.2,90.6,88.5,98.9
CC1=C2CCC3C(CCC4(C)C(O)CCC34)C2CCC1=O (centres undefined),98.5,127.7,97.8,90.3,107.3,96.4,87.8,114.6
S=P(N1CCOCC1)(N1CC1)N1CC1,111.3,120.6,·,101.9,116.6,·,87.9,117.9
CCN(CC)CCOc1c(C(C)C)cccc1C(C)C,99.5,96.9,100.7,114.0,107.2,94.8,99.5,92.1
O=C1NC2(CCNCC2)Nc2ccccc21,101.9,98.1,114.0,103.7,117.3,85.7,96.1,116.4
Cc1ccc(S(=O)(=O)C(Cl)(Cl)Cl)cc1,98.3,97.5,99.9,97.1,92.5,86.1,·,106.7
C(=NC1CCCCC1)=NC1CCCCC1,109.4,94.4&92.8,61.4&103.0,88.4&101.1,53.2&107.9,44.3&133.3,87.6&104.4,94.9&97.2
CN(C)c1ccc(C=C2C(=O)NC(=S)NC2=O)cc1,54.9&98.2,104.8&116.9,101.5&97.0,92.9&96.6,117.3&103.5,96.0&106.7,103.0&89.4,109.9&106.5
CNC(=O)Oc1ccc(C(=O)OC)cc1,107.5,106.9,102.3,99.8,103.2,90.3,106.6,108.9
CN(C)c1ccc(/C=C/[N+](=O)[O-])cc1,84.5,99.1,101.1,73.0,92.1,102.6,103.8,101.4
CNC(=O)OCCOC(=O)c1ccc(OC(=O)NC)cc1,100.6,125.7,101.3,113.8,106.7,106.4,91.4,101.3
c1ccc(Nc2nc(-c3ccc(-c4ccccc4)cc3)c[se]2)cc1,97.5,99.9,104.2,100.1,91.2,99.1,82.5,93.6
COc1ccc(C(C)(C)CC(C)(C)C)cc1,104.0,101.6,101.5,111.6,124.1,98.7,102.5,105.4
CCC(C)C1(CC)C(=O)NC(=S)NC1=O (centres undefined),95.7,104.7,98.4,96.6,87.5,108.0,95.0,100.0
N#CC(CCN1CCCCC1)(c1ccccc1)c1ccccc1,93.6&97.5,110.6&98.7,92.7&100.5,91.4&107.1,103.5,92.8&103.2,95.1&105.6,103.1&110.7
COc1cc(C=C2C(=O)N(C)C(=O)N(C)C2=O)cc(OC)c1O,93.7,103.7,102.6,·,120.3,89.4,106.4,115.6
CN1CCN(c2ncnc3[nH]ccc23)CC1,97.8,110.0,107.2,95.3,98.2,115.9,105.6,107.2
C=CCSSCC=C,90.8,96.7,104.5,106.4,101.6,103.6,104.6,103.5
Nc1cc(Cl)ccc1Cl,98.6,118.3,112.4,91.6,91.9,111.2,·,107.9
COC(=O)[C@H](Cc1c[nH]c2ccccc12)NC(=O)[C@@H](OC)[C@@H]1Cc2cc3cc(OC4CC(OC5CC(O)C(O)C(C)O5)C(O)C(C)O4)c(C)c(O)c3c(O)c2C(=O)[C@H]1OC1CC(OC2CC(OC3CC(C)(O)C(O)C(C)O3)C(O)C(C)O2)C(O)C(C)O1 (some centres undefined),-3.2*,·,-72.1*,-71.9*,-47.0*,-5.0*,-52.7*,-27.9*
O=P(Oc1ccccc1)(Oc1ccccc1)Oc1ccccc1Cl,104.0,110.5,96.8,112.7,·,96.4,100.8,114.9
COC(=O)c1cc(C(=O)OC)cc(N(CCCl)CCCl)c1,95.0,95.1,92.7,107.5,114.7,86.4,81.8,120.7
c1ccc([As]=[As]c2ccccc2)cc1 (centres undefined),-74.5*,·,-70.5*,-37.6*,-84.5*,-71.4*,-76.4*,-25.5*
Clc1ccc(NC2=NCCS2)cc1Cl,85.3,91.7,95.9,107.6,103.9,99.1,94.6,100.0
Nc1ccc(N)cc1 (tested in a mixture with another compound),96.6,97.2,96.1,97.4,89.3,·,98.2,96.8
CC1CCCCC12C(=O)NC(=O)NC2=O (centres undefined),94.1&102.0,93.7&104.5,104.2&103.8,108.9&108.9,94.3&108.0,94.1&107.5,106.1&101.6,114.3&94.2
CCCCN1CCCC[C@@H]1C(=O)N[C@H](C(=O)N(C)[C@H](CCc1nc(C(=O)N[C@@H](Cc2ccccc2)C[C@H](C)C(=O)OC)cs1)C(C)C)[C@@H](C)CC,78.2,24.8,34.8,-30.0*,48.5,·,47.0,81.1
CC(=O)Oc1ccc(/C=C/c2cc(OC(C)=O)cc(OC(C)=O)c2)cc1,80.1,80.4,78.7,77.0,93.9,61.2,75.7,101.6
COc1ccc(C(=O)O)cc1OC,98.4,113.8,98.3,102.5,113.8,140.6,101.2,134.0
CN1[C@@H](CC(=O)c2ccccc2)CCC[C@H]1CC(=O)c1ccccc1,93.8,42.8,101.9,97.5,·,98.1,97.7,102.7

# Other results follow:
SMILES,LOX IMVI,SK-MEL-2,SK-MEL-5,MDA-MB-435,MALME-3M,UACC-257,UACC-62,SK-MEL-28
C=CC1CN2CCC1CC2C(O)c1ccnc2ccccc12 (centres undefined),116.8,-4.2*,104.0,127.6,139.8,158.2,113.1,132.7
Clc1ccc(NC2OOC3(OOC2Nc2ccc(Cl)cc2)C2CC4CC(C2)CC3C4)cc1 (centres undefined),53.0,96.6,80.4,87.7,115.4,100.8,45.2,109.0
C[n+]1c(/C=C/c2ccc(N(CCCl)CCCl)cc2)sc2ccccc21,36.6,74.1,61.1,76.1,54.0,64.7,·,81.4
CCN1C(=O)NC(=O)/C(=C/N(CCO)CCO)C1=O,102.5,96.8,99.2,99.0,107.6,·,97.8,102.5
O=C1NC(=O)C(=Cc2cccn2CCCCCn2c3ccccc3c(=O)c3ccccc32)C(=O)N1,95.3,107.4,98.6,97.7,119.3,104.4,90.7,111.5
COC1=CC(=O)OC(CCc2ccc3c(c2)OCO3)C1 (centres undefined),98.5,97.4,102.3,112.0,136.3,97.8,107.4,117.4
O=C1NC(=S)NC(=O)C1=Cc1ccccc1,85.1,196.2,98.7,124.1,132.0,115.0,105.7,122.2
O=[N+]([O-])c1ccc(O)c([N+](=O)[O-])c1 (tested in a mixture with another compound),·,109.1,112.5,101.4,116.8,106.3,91.1,106.7
O=[N+]([O-])/C=C/c1ccccc1Cl,96.3,90.4,106.5,100.3,100.9,101.7,102.7,108.6
N#CC(C#N)=Cc1ccc(C#N)cc1,93.0,109.4,102.1,107.4,109.6,98.6,99.0,113.5
O=C1Nc2ccccc2Oc2ccc(S(=O)(=O)CC3CS3)cc21 (centres undefined),91.3,90.9,93.9,102.6,90.8,90.6,90.4,97.9

# Filtered by structure, the entries above containing sulfur (15)
SMILES,LOX IMVI,SK-MEL-2,SK-MEL-5,MDA-MB-435,MALME-3M,UACC-257,UACC-62,SK-MEL-28
O=C1NC(=S)NC(=O)C1Cc1ccccc1O,99.4,103.6,95.4,98.2,95.3,102.8,100.3,97.8
COP(=S)(OC)Oc1ccc(SC)c(C)c1,93.3,103.3,98.9,100.2,104.7,·,95.5,114.9
S=C(Cl)Oc1ccccc1,104.5,120.1,101.5,98.9,93.9,94.6,102.2,105.9
COP(=S)(N1CC1)N1CC1,104.5,102.9,104.0,105.4,105.3,147.3,108.9,114.4
CCOC(=S)S,94.4,118.2,101.2,103.6,100.2,·,100.1,113.6
S=P(N1CCOCC1)(N1CC1)N1CC1,111.3,120.6,·,101.9,116.6,·,87.9,117.9
Cc1ccc(S(=O)(=O)C(Cl)(Cl)Cl)cc1,98.3,97.5,99.9,97.1,92.5,86.1,·,106.7
CN(C)c1ccc(C=C2C(=O)NC(=S)NC2=O)cc1,54.9&98.2,104.8&116.9,101.5&97.0,92.9&96.6,117.3&103.5,96.0&106.7,103.0&89.4,109.9&106.5
CCC(C)C1(CC)C(=O)NC(=S)NC1=O (centres undefined),95.7,104.7,98.4,96.6,87.5,108.0,95.0,100.0
C=CCSSCC=C,90.8,96.7,104.5,106.4,101.6,103.6,104.6,103.5
Clc1ccc(NC2=NCCS2)cc1Cl,85.3,91.7,95.9,107.6,103.9,99.1,94.6,100.0
CCCCN1CCCC[C@@H]1C(=O)N[C@H](C(=O)N(C)[C@H](CCc1nc(C(=O)N[C@@H](Cc2ccccc2)C[C@H](C)C(=O)OC)cs1)C(C)C)[C@@H](C)CC,78.2,24.8,34.8,-30.0*,48.5,·,47.0,81.1
C[n+]1c(/C=C/c2ccc(N(CCCl)CCCl)cc2)sc2ccccc21,36.6,74.1,61.1,76.1,54.0,64.7,·,81.4
O=C1NC(=S)NC(=O)C1=Cc1ccccc1,85.1,196.2,98.7,124.1,132.0,115.0,105.7,122.2
O=C1Nc2ccccc2Oc2ccc(S(=O)(=O)CC3CS3)cc21 (centres undefined),91.3,90.9,93.9,102.6,90.8,90.6,90.4,97.9

# Record cards, from the list above.
# Listed for COC1=CC(=O)OC(CCc2ccc3c(c2)OCO3)C1 (centres undefined) → LOX IMVI: 98.5; SK-MEL-2: 97.4; SK-MEL-5: 102.3; MDA-MB-435: 112.0; MALME-3M: 136.3; UACC-257: 97.8; UACC-62: 107.4; SK-MEL-28: 117.4
# Listed for O=[N+]([O-])c1ccc(O)c([N+](=O)[O-])c1 (tested in a mixture with another compound) → LOX IMVI: ·; SK-MEL-2: 109.1; SK-MEL-5: 112.5; MDA-MB-435: 101.4; MALME-3M: 116.8; UACC-257: 106.3; UACC-62: 91.1; SK-MEL-28: 106.7

# Screening results: PubChem, NCI
